PGK inhibitor: qHTS Assay to Find Inhibitors of Phosphoglycerate Kinase; PGK/GAPDH coupled, Kinase-Glo luminescence, 60 min; Potency, µM (series often up to 57.5 µM), for inactives: top-dose activity change, negative = inhibition, most hits filed as inhibitors; 380,000 tested, 0.043% active; Phosphoglycerate kinase, glycosomal (Trypanosoma brucei brucei), P07378; further: on the % scale 0 is the no-effect control and ±100 the full control effect; nearly all actives have a fitted effect of over 60% in size
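Luminescent ATP detection (Kinase-Glo Plus) follows a 60-minute room-temperature incubation, with wells lacking PGK as controls. Buffer: 100 mM TEA (pH 7.6), 5 mM MgCl2, 0.01% Tween-20. Coupling enzyme GAPDH (100 nM final) supplies unstable 1,3-BPG in-well.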
Pol iota inh: qHTS for Inhibitors of Polymerase Iota; DNA polymerase iota (Homo sapiens), Q9UNA4; Pol iota fluorescent replication assay, 10 min; Potency, µM (doses to about 115 µM), for inactives: at the top dose activity, negative = inhibition, hits mostly inhibitors; 390,000 tested, 1% active
Target sequence (Q9UNA4 whole entry, looked up): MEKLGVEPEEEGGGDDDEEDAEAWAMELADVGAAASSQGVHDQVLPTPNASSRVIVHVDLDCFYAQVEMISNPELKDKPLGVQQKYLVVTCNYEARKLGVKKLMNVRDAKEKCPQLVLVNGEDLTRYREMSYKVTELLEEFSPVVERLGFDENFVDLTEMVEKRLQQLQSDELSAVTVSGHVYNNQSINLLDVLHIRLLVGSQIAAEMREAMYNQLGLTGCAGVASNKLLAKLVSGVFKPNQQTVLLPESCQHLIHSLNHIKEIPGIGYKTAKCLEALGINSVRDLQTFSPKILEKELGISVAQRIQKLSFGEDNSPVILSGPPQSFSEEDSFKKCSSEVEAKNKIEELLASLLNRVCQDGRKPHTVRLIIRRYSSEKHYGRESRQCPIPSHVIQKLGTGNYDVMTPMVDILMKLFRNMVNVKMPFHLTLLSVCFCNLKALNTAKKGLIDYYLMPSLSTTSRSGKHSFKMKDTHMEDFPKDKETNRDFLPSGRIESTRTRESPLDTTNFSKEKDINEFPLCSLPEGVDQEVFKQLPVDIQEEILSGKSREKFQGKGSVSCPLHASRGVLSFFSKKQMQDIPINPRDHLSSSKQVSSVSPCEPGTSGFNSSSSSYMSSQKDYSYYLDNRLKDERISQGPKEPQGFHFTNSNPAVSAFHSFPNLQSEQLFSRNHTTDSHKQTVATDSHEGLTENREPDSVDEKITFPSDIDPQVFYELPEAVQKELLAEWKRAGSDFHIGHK
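Fluorescent replication assay read twice, at 0 min and 10 min after adding 50 nM (final) substrate. Enzyme (10 nM) and compounds were first incubated 15 min at room temperature; enzyme-free buffer wells were negative controls.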
JMJD2A Tudor: qHTS Assay for Inhibitors of JMJD2A-Tudor Domain; AlphaScreen JMJD2A-Tudor / H3K4me3 peptide binding; Lysine-specific demethylase 4A (Homo sapiens), O75164; 390,000 tested, 4.4% active; Potency, µM (highest dose often 114 µM), inactives show top-dose activity change, negative = inhibition, usual class: inhibitors; further: on the % scale 0 is the no-effect control and ±100 the full control effect; nearly all actives have a fitted effect of over 50% in size
G9a block: qHTS Assay for Inhibitors of Histone Lysine Methyltransferase G9a. Histone-lysine N-methyltransferase EHMT2 (Homo sapiens), Q96KQ7. G9a H3K9 monomethylation, AlphaScreen, 2 h. Potency, µM (titrated, usually from 102 µM), for the others: top-dose activity, negative = inhibition, actives largely listed as inhibitors. 350,000 tested, 8.8% active. AID 504332, 2011; further: on the % scale 0 is the no-effect control and ±100 the full control effect; nearly all actives have a fitted effect of over 75% in size
Target sequence (Q96KQ7 913-1193 limits assumed): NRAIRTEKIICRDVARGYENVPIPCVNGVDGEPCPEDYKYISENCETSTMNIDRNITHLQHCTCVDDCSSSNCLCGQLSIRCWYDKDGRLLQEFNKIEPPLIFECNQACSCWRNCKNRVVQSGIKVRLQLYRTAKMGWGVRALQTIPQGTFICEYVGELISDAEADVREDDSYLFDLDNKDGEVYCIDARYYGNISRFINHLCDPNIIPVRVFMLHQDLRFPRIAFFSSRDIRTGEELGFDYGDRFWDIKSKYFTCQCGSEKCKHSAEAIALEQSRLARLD
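Chemiluminescent proximity detection of H3K9 monomethylation, read after 10 min bead incubation in the dark. Reaction: 20 nM G9a, 500 nM biotin-H3K9 peptide, 20 uM SAM cofactor, 2 h, room temperature, following 15 min enzyme-compound preincubation.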
Pin1 inh: qHTS Assay to Find Inhibitors of Pin1 | 390,000 tested, 0.009% active | Potency, µM (highest dose often 115 µM), for inactives: top-dose activity, negative = inhibition, most hits filed as inhibitors | Pin1 FP peptide displacement, HiFluor488, 10 min; active means well fitted inhibition curve with a large enough effect in the polarisation, with a control signal flat, not every such curve was filed as active; inconclusive means small, poorly fitted or top-dose-only effect, or effect the other way, or a change in a side signal; inactive means no such curve, though single readings can be large or run the other way; the % refers to the polarisation; further: on the % scale 0 is the no-effect control and ±100 the full control effect
BAZ2B block: qHTS Assay for Inhibitors of BAZ2B | Bromodomain adjacent to zinc finger domain protein 2B (Homo sapiens), Q9UIF8 | AlphaScreen BAZ2B-H3K14Ac peptide displacement | Potency, µM (series often up to 114 µM), for inactives: at the highest dose activity change, negative = inhibition, most hits filed as inhibitors | 360,000 tested, 4.4% active; further: on the % scale 0 is the no-effect control and ±100 the full control effect; nearly all actives have a fitted effect of over 60% in size
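In this displacement format the biotinylated H3(5-23) peptide acetylated at Lys14 serves as ligand at 50 nM, with BAZ2B at 50 nM in PBS pH 7.4 containing 0.01% Tween-20. Donor and acceptor beads are 10 ug/mL final.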
BLM inh: qHTS Assay for Inhibitors of Bloom's syndrome helicase (BLM); RecQ-like DNA helicase BLM (Homo sapiens), P54132; recombinant BLM DNA unwinding, fluorescence dequenching; Potency, µM (titrated, usually from 56.1 µM), inactives show top-dose activity change, negative = inhibition, most hits filed as inhibitors; 350,000 tested, 0.2% active;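 further: plate controls were vehicle for no effect and no enzyme for full effect; nearly all actives have a fitted effect of over 35% in size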
HP1b chromo inh: HTS for Inhibitors of HP1-beta Chromodomain Interactions with Methylated Histone Tails; AID 540317, 2011; Chromobox protein homolog 1 (Homo sapiens), P83916; 390,000 tested, 0.56% active; Potency, µM (highest dose often 114 µM), for the others: at the top dose activity change, negative = inhibition, most hits filed as inhibitors; AlphaScreen HP1-beta / biotin-H3K9me3 peptide binding; further: nearly all actives have a fitted effect of over 70% in size; inactives centre near 23
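HP1-beta protein (50 nM final) preincubated 30 min at room temperature with biotinylated H3(1-18)K9me3 peptide (50 nM) in PBS pH 7.4, 0.01% Tween-20, then compound added for 30 min. AlphaScreen streptavidin donor/nickel chelate acceptor beads (10 ug/mL final), 30 min dark, luminescence read.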
GLS inh: qHTS for Inhibitors of Glutaminase (GLS). AID 624170, 2012. Glutaminase kidney isoform, mitochondrial (Homo sapiens), O94925. Potency, µM (top dose mostly 45.5 µM), for inactives: at the highest dose activity change, negative = inhibition, actives largely listed as inhibitors. GLS enzymatic activity, qHTS titration. 410,000 tested, 0.21% active; further: on the % scale 0 is the no-effect control and ±100 the full control effect
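Assay buffer: 45 mM KH2PO4 pH 8.2, 0.02% Tween-20. hKGA acts on L-glutamine (1 mM solution added); product glutamate is reported by an oxidase/peroxidase Amplex Red coupling, with fluorescence taken at baseline and 30 min.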
Active calls of the source: *; i = inactive; u = inconclusive; x = no result given; & = joins results of further samples; [ ] = dose if it differs, or a comment. Unless noted, the call rests on the fitted dose curve; in most records, active means well fitted curve in the direction sought with a large enough effect; inconclusive means small, poorly fitted or top-dose-only effect, or another doubt; inactive means no such curve, though single readings can be large; an effect the other way counts as inactive or inconclusive. Potency means the concentration at half of the fitted maximal effect. Some of the compounds tested (hit frequency here may not be typical).

SMILES	PGK inhibitor	Pol iota inh	JMJD2A Tudor	G9a block	Pin1 inh	BAZ2B block	BLM inh	HP1b chromo inh	GLS inh
Cc1ccc(C)c(NC(=O)CN2C(=O)CCc3ccccc32)c1	i	79µM*	u	u	u	79µM*	-14%	-7%	-9%
CC1=CC(C)(C)N=C(Nc2nc(C)c3cc(C)cc(C)c3n2)N1	i	-9%	-23%	-8%	12%	-14%	82%[activator]	32%	4%
c1ccc2c(c1)[nH]c1c(N3CCN(C4CCCCC4)CC3)ncnc12	-10%	-12%	1%[57.1 µM]	11%[59 µM]	-2%	-2%	-1%	33%	-1%
COC(=O)c1ccccc1NC(=O)CN(c1ccccc1)S(=O)(=O)N(C)C	-7%	14%	5%	x	1%	x	x	30%	3%
Cc1cccc2c(=O)n3c(cc12)-c1[nH]c2ccccc2c1CC3	-7%	-3%	-7%	x	u	x	x	37%	0%
COc1ccc(/C=C2/CCc3ccccc3C2=O)cc1OC	-4%	11%	-12%	-1%[59 µM]	6%	u	-2%	20%	0%
O=C(O)CCC(=O)N1CCN(Cc2ccc3c(c2)OCO3)CC1	i	25%	-12%	u	-3%	4%	-10%	30%	1%
COc1ccc(NC(=O)CN(C)C(=O)/C=C/c2cn(-c3ccccc3)nc2-c2cccs2)cc1	-3%	19%	-23%	21%[2.33 µM]	54%[activator]	-27%	x	10%	-5%
Cn1cc(S(=O)(=O)N2CCOCC2)cc1C(=O)NCCc1ccccc1	-6%	5%	-10%	-4%	-3%	-2%	-3%	27%	9%
COc1ncccc1-c1nnn(-c2ccccc2Br)n1	i	24%	-27%	x	-6%	x	x	37%	3%
O=[N+]([O-])c1ccc(N2CCN(S(=O)(=O)c3ccc4ccccc4c3)CC2)cc1NCC1CCCO1 (centres undefined)	-3%	28%	-29%	-11%	13%	-10%	-3%	-16%	-2%
COc1ccccc1Nc1c2c(nc3ccc(NC(=O)c4cccc(OC)c4OC)cc13)CCCC2	i	-27%	u	u	9%	-37%	6%	16%	-9%
COc1cc(/C=C(\C#N)C(=O)Nc2ccc(SC(F)F)cc2)cc(OC)c1OC	2%	-17%	-20%	-41%[59 µM]	8%	-4%	-5%	34%[activator]	-7%
COC(=O)c1sc2ccccc2c1-n1cccc1C(=O)C(=O)Nc1ccc(OC)cc1	1%	4%	-34%	-6%[0.0925 µM]	10%	u	-11%	-12%	3%
COc1ccc(CC(=O)Nc2cc(S(=O)(=O)N3CCCCC3)ccc2C)cc1OC	-2%	51%[activator]	-19%	-35%	4%	0%	-1%	9%	-1%
Cc1ccc(C(=O)NC2CCSC2=O)cc1 (centres undefined)	4%[11.5 µM]	7%	-10%	40%[12.7 µM]	u	-6%	1%	40%[activator]	-5%
COc1ccc(N2CC(C(=O)N3CCN(C(=O)c4ccco4)CC3)CC2=O)cc1 (centres undefined)	-7%	48%[activator]	-4%	4%	3%	-1%	1%	-2%	3%
CCCNC(=O)C(Cc1cccc(Cl)c1)NC(=O)c1ccccc1 (centres undefined)	7%	-2%	-21%	47%[2.33 µM]	0%	-1%	x	33%	-2%
COc1ccc(C(CNS(=O)(=O)c2ccc(F)cc2)N2CCN(C)CC2)cc1 (centres undefined)	-4%	-4%	-8%	u	2%	-26%	x	28%	2%
CC(=O)c1cccc(NC(=O)CN(c2ccc(F)cc2)S(C)(=O)=O)c1	-2%	1%	-10%	27%[59 µM]	1%	5%	-1%	27%	-1%
CC1(C)COC(c2ccc(F)c([N+](=O)[O-])c2)=N1	-4%	14%	-16%	-10%[59 µM]	-1%	-5%	12%	17%	0%
CCN(CC)CCCN(CC(=O)N(C)Cc1ccccc1)C(=O)c1ccc([N+](=O)[O-])cc1	-4%	-7%	10%	x	1%	14%	1%	41%[activator]	-5%
Cc1ccc(/C=N/NC(=O)c2ccc(N(C)S(=O)(=O)c3ccccc3)cc2)cc1	4%	57%[activator]	-11%	14%	-5%	3%	-5%	4%	5%
CC1CC(C)CN(S(=O)(=O)c2cccc(C(=O)OCCN3CCCC3=O)c2)C1 (centres undefined)	-1%	12%	-19%	u	-1%	-38%	-2%	27%	-5%
CCC12CN(C(=O)c3ccc(C)cc3)CC(CC)(CN(C(=O)c3ccc(C)cc3)C1)C2=O	i	u	-14%	-2%[59 µM]	2%	-3%	3%	14%	3%

The list goes on.
SMILES	PGK inhibitor	Pol iota inh	JMJD2A Tudor	G9a block	Pin1 inh	BAZ2B block	BLM inh	HP1b chromo inh	GLS inh
Cc1ccc(/C=c2\sc3n(c2=O)CN(c2ccc(Br)cc2)CN=3)o1	-3%	9%	-5%[11.4 µM]	8.9µM*	2%	-22%	-3%	-32%	-1%
CC(C)(C)OC(=O)NCCc1nnc(SCc2ccccc2Cl)o1	-2%	6%	-9%	11%	-3%	-5%	-3%	29%	1%
c1ccc2c(c1)Cc1ccccc1O2	-6%	30%	8%	6%[59 µM]	-4%	82%[activator]	x	47%[activator]	0%
COc1ccc(C(=O)c2sc(Nc3ccccc3)nc2N)cc1	0%&-6%	38%&-18%[activator]	-20%&-10%	-15%	2%&-2%	-10%&-10%	-10%&-10%	31%&31%	-3%&0%
N#Cc1ccc(-c2cccnc2)nc1SCC(=O)Nc1sc2c(c1C#N)CCC2	-20%	14µM*	-28%	-12%[59 µM]	u	6%	-11%	12%	2%
CCC1CCCCN1C(=O)c1c[nH]c2ccc(S(=O)(=O)N(C)c3ccc(Cl)cc3)cc2c1=O (centres undefined)	4%	65%[activator]	-21%	u	0%	14%	-1%	27%	8%
COc1ccc(NC(=O)c2cccc3c2C(=O)N(C2CCCCC2)C3)cc1	0%	5%	-8%	x	29%	-27%	-12%	16%	3%
Cc1cc(C)cc(OCC(=O)N/N=C/c2ccco2)c1	-5%	114%[activator]	2%	-8%	1%	-16%	2%	17%	-8%
O=C(NCc1ccc2c(c1)OCO2)c1c(Cl)cccc1Cl	i	47%[activator]	-7%	5%	-3%	7%	-2%	62%[activator]	-2%
CCN(CC(=O)NCCc1ccccc1)S(=O)(=O)c1ccc(C)cc1	2%	1%	-8%[57.1 µM]	8%[59 µM]	0%	8%	-1%	51%[activator]	4%
O=C(Nc1ccccc1N1CCCC1)c1ccco1	10%	10%	-36%	50µM*	-13%	-27%	-2%	7%	9%
Cc1cc(N2CCCCC2)nc2ccc(NC(=O)/C=C/c3ccc(OCCC(C)C)cc3)cc12	-6%	19%	-30%	-8%[59 µM]	1%	-5%	-2%	-2%	-5%
Cc1c(C(=O)N2CCN(c3ncccn3)CC2)oc2ccc(F)cc12	-9%	10%	-17%	x	-8%	x	x	-5%	0%
c1c2c(cc3sc(N4CCCCC4)nc13)OCO2	u	70%[activator]	-35%	10µM*	-5%	u	-5%	-31%	-3%
CCCCCOc1ccc(Cl)cc1CN1CCOCC1	-3%	8%	16%	-7%	2%	11%	-3%	80%[activator]	11%
COc1ccccc1N1CCN(C(=O)c2cc3c(-c4ccc(Cl)cc4)nn(C)c3s2)CC1	6%	21%	-33%	u	83%[activator]	-4%	-12%	35%	6%
O=C(CC(=O)N/N=C/c1ccc(O)cc1)N/N=C/c1ccc(O)cc1	-2%	10%	-9%[11.4 µM]	-6%	-5%	3%	-1%	52%[activator]	14%
CN(Cc1ccc(F)cc1)C(=O)c1cc(COc2ccc(F)cc2F)on1	-3%	11%	22%	216%[activator]	1%	47%[activator]	-10%	87%[activator]	2%
COc1ccc(CCC(=O)NCC(=O)OCc2ccccc2)cc1	-8%	8%	-14%	-2%[2.33 µM]	-2%	11%	0%	24%	-2%
CC1(c2nnc(-c3ccncc3)o2)CC(c2cccnc2)=NO1 (centres undefined)	i	2%	-15%	x	-6%	x	x	40%[activator]	13%
CC(=O)N1N=C(c2ccncc2)OC12CCCC2	-8%	4%	-15%	10%[12.7 µM]	-4%	2%	-3%	52%[activator]	1%
COc1cc(C(=O)NCCNC(=O)C2CCCNC2=O)cc(OC)c1OC (centres undefined)	-1%	28%	-15%	14%	-10%	-1%	-1%	28%	5%
COc1ccccc1OCC(=O)Nc1cccc(N(C)S(C)(=O)=O)c1	-4%	12%	-15%	-1%[2.33 µM]	4%	8%	-3%	14%	-5%
CC(Nc1nc(N2CCCC2)nc2ccccc12)c1ccccc1 (centres undefined)	-2%	-12%	-18%	-1%[12.7 µM]	1%	0%	-3%	24%	0%
CC12CN3CC(c4ccccc4)(CN(C1)C3c1ccc(Cl)cc1)C2=O (centres undefined)	-6%	-2%	-15%	3%[59 µM]	-4%	-11%	-2%	32%	6%
CCOc1ccc(Nc2nc(N)nc(CCl)n2)cc1	-8%	90%[activator]	-9%	x	-8%	u	-5%	35%	1%
Cc1ccc(C2=NS(=O)(=O)N(C)C(C(=O)Nc3ccc4c(c3)OCO4)=C2)cc1	-10%	-10%	u	79µM*	-7%	u	-10%	-11%	0%
O=C1C(=O)N(CCO)C(c2ccccc2[N+](=O)[O-])/C1=C(\O)c1ccccc1 (centres undefined)	7%	197%[activator]	u	10%[2.33 µM]	-1%	-4%	-2%	-10%	3%

Record cards, as listed above. Order of values: PGK inhibitor	Pol iota inh	JMJD2A Tudor	G9a block	Pin1 inh	BAZ2B block	BLM inh	HP1b chromo inh	GLS inh
O=C(NCc1ccc2c(c1)OCO2)c1c(Cl)cccc1Cl as listed: i	47%[activator]	-7%	5%	-3%	7%	-2%	62%[activator]	-2%
CC(C)(C)OC(=O)NCCc1nnc(SCc2ccccc2Cl)o1 as listed: -2%	6%	-9%	11%	-3%	-5%	-3%	29%	1%
